High-throughput results from PubChem.
ARFGAP1 inh – inhibitors of rat ARFGAP1 | Q62848 | Arfgap1-stimulated ARF1 GTP hydrolysis, GDP FP detection | inhibition, % at 16.5 µM | actives 0.26% (n = 360,000) | AID 651572;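 active = inhibition above a per-plate limit, mean inhibition of low control wells plus 3 SD, cut at about 25% in these data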;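 note: 0% = DMSO wells with enzyme and 100% = wells lacking Arfgap1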
Target sequence (Q62848 1-136 limits assumed): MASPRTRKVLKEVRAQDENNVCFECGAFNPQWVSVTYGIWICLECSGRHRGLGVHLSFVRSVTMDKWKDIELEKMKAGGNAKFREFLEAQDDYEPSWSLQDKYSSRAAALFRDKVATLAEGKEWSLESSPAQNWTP
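Replicates: Single well per compound | Assay system: Truncated rat Arfgap1 GAP domain | Control set: No-Arfgap1 wells (100%) versus DMSO full-reaction wells (0%) | Times: Enzyme reaction 120 min at 25 °C after 20 min preincubation | Reagent: Human ARF1(Δ1-17)-GTP substrate | Measured by: Tracer-displacement fluorescence polarization with EDTA stop, 620/688 nm | Measure: Percent inhibition of Arfgap1-stimulated GTP hydrolysis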
TDP2 absorb – blocks human TDP2 phosphodiesterase activity | recombinant TDP2, T5PNP hydrolysis, p-nitrophenol absorbance 415 nm | inhibition, % at 12.8 µM | actives 0.34% (n = 370,000);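 active = inhibition above the mean of all tested compounds plus 3 SD, set per campaign, cut at about 25% in these data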;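 note: 0% = DMSO with enzyme and 100% = buffer with substrate but no TDP2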
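Evaluation: % inhibition relative to enzyme-containing and enzyme-free wells. Material: recombinant human TDP2. Benchmarks: enzyme-free and DMSO wells. Timing: enzyme reaction with compound for 2 h at 37 °C. Compound dosing: 12.8 µM only. Measured by: p-Nitrophenol epi absorbance. Reagent: T5PNP substrate at 5 mM, a TopII-DNA adduct mimic. Replication: single well per compound.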
ASAP1 GAP inh – blocks human ASAP1-stimulated Arf1 GTP hydrolysis | GDP FP detection | AID 624377 | inhibition, % at 16.5 µM | actives 0.19% (n = 360,000); in the data active = inhibition above about 25%;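 note: 0% = vehicle with enzyme and substrate and 100% = no enzyme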
Target sequence (Q9ULH1 325-724 limits assumed): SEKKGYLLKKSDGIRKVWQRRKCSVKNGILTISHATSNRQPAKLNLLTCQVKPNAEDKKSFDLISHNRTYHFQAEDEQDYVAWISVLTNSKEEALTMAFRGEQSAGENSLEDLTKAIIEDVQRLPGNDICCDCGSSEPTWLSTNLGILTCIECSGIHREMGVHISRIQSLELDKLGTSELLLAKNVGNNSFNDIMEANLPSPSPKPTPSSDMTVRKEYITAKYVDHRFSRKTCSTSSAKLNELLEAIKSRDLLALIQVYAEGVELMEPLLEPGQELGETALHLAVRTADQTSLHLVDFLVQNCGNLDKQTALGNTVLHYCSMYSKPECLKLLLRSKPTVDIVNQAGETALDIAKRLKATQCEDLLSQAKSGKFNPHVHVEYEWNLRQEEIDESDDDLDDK
Tn7 DDE FP – DD(E)-Tn7 binding inhibition, primary FP screen | AID 720508 | FP displacement of FITC-Tn7 peptide from fibrin DD(E); 0% = median of compound wells per plate | P02675 | inhibition, % at 8.3 µM | actives 0.13% (n = 370,000);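 active = inhibition above the mean of compounds falling within the control limits plus 3 SD of them, cut at about 14% in these data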;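 note: 0% = plate median of compound wells and 100% = 10 µM Aha-Tn7 peptide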
Target sequence (P02675 whole entry, looked up): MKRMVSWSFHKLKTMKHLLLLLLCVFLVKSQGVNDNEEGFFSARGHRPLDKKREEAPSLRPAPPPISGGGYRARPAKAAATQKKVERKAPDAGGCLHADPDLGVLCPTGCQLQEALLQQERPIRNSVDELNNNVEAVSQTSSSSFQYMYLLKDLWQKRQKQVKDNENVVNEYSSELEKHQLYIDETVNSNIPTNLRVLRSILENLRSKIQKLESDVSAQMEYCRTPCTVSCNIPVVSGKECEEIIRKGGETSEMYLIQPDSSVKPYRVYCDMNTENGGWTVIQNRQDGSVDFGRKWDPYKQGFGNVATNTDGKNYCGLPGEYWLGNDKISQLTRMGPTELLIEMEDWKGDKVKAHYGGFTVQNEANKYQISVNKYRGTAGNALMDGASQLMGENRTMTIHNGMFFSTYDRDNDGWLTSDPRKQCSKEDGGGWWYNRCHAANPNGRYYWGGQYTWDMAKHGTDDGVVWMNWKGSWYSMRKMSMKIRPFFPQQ
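Assay system: human fibrin DD(E). Input: DD(E) 2 µM final. Medium: Tris buffer with calcium and detergent, pH 7.8. Compound dosing: single point at 8.3 µM. Timing: 10 min plus 3 h, room temperature. Technique: fluorescence polarization of the labelled Tn7 tracer. Read-out: percent inhibition. Replicates: singlicate testing.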
SIAE inh – inhibitors of human sialic acid acetylesterase SIAE; actives 0.69% (n = 370,000); AID 1053197; Q9HAT2; SIAE FP-Rh probe binding, fluorescence polarization; inhibition, % at 9.66 µM;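 active = inhibition above a cutoff: mean of compounds within the control limits plus 3 SD of those, cut at about 17% in these data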;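 note: 0% = plate median of compound wells and 100% = probe without SIAE protein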
ADAM10 inh – inhibitors of human ADAM10; AID 720582; actives 0.62% (n = 370,000); inhibition, % at 7 µM; recombinant ADAM10, EDANS/DABCYL FRET peptide cleavage, 3 h; O14672;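 active = inhibition above a per-campaign cutoff equal to the mean of compounds falling between control-based bounds plus 3 SD, cut at about 20% in these data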;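 note: 0% = DMSO wells while the 100% control is not disclosed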
DDE Tn6 FP inh – inhibitors of Tn6 peptide binding to human fibrin DD(E) | Fibrin DD(E) TRITC-Tn6 fluorescence polarization displacement | inhibition, % at 8.3 µM | actives 0.21% (n = 370,000) | AID 720509;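 active = inhibition above a per-campaign cutoff: mean of compounds within control limits plus 3 SD, cut at about 15% in these data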;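 note: 0% = median of all compound wells on the plate and 100% = blocking peptide control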
PLC-beta3 inh – blocks human PLC-beta3 enzyme activity; inhibition, % at 12.2 µM; Purified PLC-beta3, fluorogenic substrate, fluorescence; actives 0.18% (n = 370,000); Q01970; in the data active = inhibition above about 11%;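 note: 0% = median of compound wells on plate and 100% = full blocker control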
ADAM17 inh – ADAM17 inhibition, QFRET primary screen; actives 0.83% (n = 370,000); inhibition, % at 6.95 µM; P78536; recombinant ADAM17, EDANS/DABCYL FRET peptide cleavage;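 active = inhibition above the mean of compounds lying between control limits plus 3 SD, set per campaign, cut at about 8.5% in these data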;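 note: 0% = DMSO-only wells as the low control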
PLCg1 inh – inhibitors of human phospholipase C gamma1. purified PLC-gamma1, fluorogenic substrate, fluorescence. inhibition, % at 12.2 µM. actives 0.84% (n = 370,000); in the data active = inhibition above about 9.5%
* = called active by the depositor; . = not tested or not shown.

SMILES | ARFGAP1 inh | TDP2 absorb | ASAP1 GAP inh | Tn7 DDE FP | SIAE inh | ADAM10 inh | DDE Tn6 FP inh | PLC-beta3 inh | ADAM17 inh | PLCg1 inh
N#Cc1cc2c(nc1SCC(=O)O)CCCC2 | 9 | -5 | -2 | -2 | 2 | 3 | -1 | -3 | -5 | -2
Cc1cc(N2CCCC2=O)cc(C)c1S(N)(=O)=O | -4 | 11 | -15 | -1 | 0 | 0 | 6 | 2 | -2 | 3
CS(=O)(=O)c1ccc(-c2csc(C(O)(c3ccccc3)C(F)(F)F)n2)cc1 (configuration not stated) | 15 | -7 | 4 | -2 | -1 | 10 | 2 | 6 | 5 | 5
O=C(/C(=C(\O)c1ccccc1)c1nc2ccccc2[nH]1)c1ccccc1 | 4 | 8 | -8 | 2 | 0 | -2 | 2 | -4 | -4 | 2
O=C(O)[C@H](Cc1ccccc1)NC(=O)C(c1ccccc1)(c1ccccc1)c1ccccc1 | -5 | -3 | 9 | 2 | 5 | -4 | 6 | 2 | 0 | 0
CCn1nnnc1NC(=O)c1cc(OC)c(OC)c(OC)c1 | -3 | -5 | 16 | 0 | 1 | -5 | 1 | -11 | -7 | -5
S=C(c1ccc(-c2ccccc2)o1)N1CCCCC1 | -1 | 12 | 10 | 2 | -3 | -8 | -4 | -5 | 1 | 1
COc1ccc(C(=O)CC(=O)C(=O)Nc2ccc(Cl)cc2)cc1 | 2 | -8 | -8 | 2 | 0 | 0 | 2 | -5 | 3 | 1
C[C@@H]1CN([C@@H](C)CO)C(=O)CCCn2cc(nn2)CO[C@H]1CN(C)C(=O)Nc1cccc2ccccc12 | 7 | 0 | 8 | -12 | 1 | -106 | 4 | -43 | -28 | -34
CCc1ccc2oc(=O)cc(CN3CCN(CCO)CC3)c2c1 | -4 | 1 | 6 | -7 | -3 | -7 | 0 | -1 | 0 | 3
CCN(CC)S(=O)(=O)c1ccc(NC(=O)CN(c2cccc(F)c2)S(C)(=O)=O)cc1 | 4 | 0 | -4 | 10 | -3 | 3 | 0 | 2 | 0 | 1
O=C(Nc1ccccc1N1CCOCC1)c1cc2ccccc2o1 | 1 | 12 | 2 | 4 | -7 | 1 | -1 | -2 | -1 | 1
Cc1cc(NC(=O)Nc2ccc(Cl)cc2)no1 | 14 | 0 | 1 | 4 | 0 | 1 | 2 | 1 | 0 | -1
Nc1[nH]c(C(=O)c2ccccc2)c(-c2ccc(Cl)cc2Cl)c1C(=O)c1ccccc1 | -3 | 5 | 1 | -3 | -8 | -3 | 0 | -1 | -1 | -3
CCn1c(CSc2nncn2-c2ccc(OC)cc2)nc2cc(S(=O)(=O)N(C)C)ccc21 | -2 | -4 | 10 | -13 | 2 | -42 | 11 | -32 | -8 | -27
O=C(Cc1n[nH]c(=O)[nH]c1=O)N/N=C/CCc1ccccc1 | 1 | 10 | 0 | 5 | -1 | -4 | -1 | -1 | -3 | 0
CCCN(C(=O)Cc1nc(N)n[nH]1)C1(C(=O)Nc2c(C)cccc2C)CCCCC1 | 6 | 3 | -12 | -5 | -3 | 5 | 4 | 3 | -1 | 7
CC(CC(=O)N1CCN(c2ccccc2)CC1)S(=O)(=O)c1ccc2c(c1)NC(=O)CO2 (configuration not stated) | -3 | 5 | 11 | 1 | 2 | -4 | 4 | -1 | -2 | 2
Cc1ccc(C(=O)Nc2cccc(C(=O)O)c2)cc1S(=O)(=O)N1CCOCC1 | 16 | -6 | 13 | 2 | 4 | -5 | 0 | 0 | -4 | 0
O=C(NCc1cccs1)C1CC(c2ccccc2O)=NO1 (configuration not stated) | 4 | -4 | 15 | -4 | 5 | 4 | -5 | 3 | -1 | 2
CCc1ccc(CN2CCCC(C(=O)Nc3ccccc3-c3ccc(OC)cc3)C2)o1 (configuration not stated) | 4 | -9 | 7 | -3 | -2 | 0 | -4 | -9 | -3 | 1
O=C(Cn1c(=O)n(Cc2ccc(F)cc2)c(=O)c2ccccc21)NCC1CCCO1 (configuration not stated) | 2 | 1 | -14 | 1 | 6 | 1 | 8 | -9 | -2 | -4
O=c1[nH]cc(C=NNc2ccccc2)c(=O)[nH]1 | 2 | 10 | 8 | 1 | -2 | -1 | 0 | -3 | -2 | -1
CCOC(=O)Cc1csc(NC(=O)CSc2nnc(Cc3csc(N)n3)n2C)n1 | 0 | 10 | 0 | -3 | 14 | 5 | 3 | -4 | -2 | -2
Cc1c(Br)cc(C(=O)N2CCCCCC2)c(C)c1C | 4 | -4 | -19 | -3 | -14 | 2 | -2 | -3 | -4 | 0
Cc1ccc(CNC(=O)c2ccc(N3CCC4(CC3)CC(c3ccccc3)=NO4)c(NC(=O)c3ccc(Cl)c([N+](=O)[O-])c3)c2)cc1 | -6 | 1 | -4 | -2 | -15 | 1 | 1 | 0 | -1 | 2
O=C(CSc1nc2ncc(Cl)cc2[nH]1)N(Cc1ccccc1)C1CCS(=O)(=O)C1 (configuration not stated) | -2 | 0 | -2 | 1 | 0 | -6 | 6 | -4 | -6 | -1
COc1ccc(NC(=S)N2CCN(S(=O)(=O)c3ccc(C)cc3)CC2)cc1 | -21 | -15 | -2 | 9 | -4 | 0 | 7 | -6 | 0 | 0
Cc1ccccc1CN1CCCCC(NC(=O)Nc2ccccc2-c2ccccc2)C1=O (configuration not stated) | . | -5 | . | 3 | -4 | 9 | 2 | -1 | 0 | 1
O=C(NCCc1csc(-c2cccnc2)n1)c1ccccc1 | -1 | 0 | -19 | -1 | -3 | -11 | 10 | 0 | 0 | -1
COc1ccc(/C=N\NC(=O)c2c(C)nc3ccc(Br)cn23)cc1 | 7 | -11 | 7 | -1 | -2 | 4 | 6 | -6 | 1 | -5
CNS(=O)(=O)c1cccc(C(=O)OCC(=O)c2ccc3[nH]c(=O)[nH]c3c2)c1 | 10 | 2 | 16 | -2 | 3 | -7 | 3 | -8 | -5 | -7
CC1=C(C(=O)N(C(C)C)C(C)C)CC(CC(=O)NC(c2ccccc2)c2ccccc2)C(=O)N1CCC1=CCCCC1 (configuration not stated) | 6 | 6 | 0 | -2 | 3 | -2 | -2 | 4 | -1 | 2
OCCCC1CCCN(Cc2cn[nH]c2-c2ccc(F)cc2F)C1 (configuration not stated) | -9 | 5 | -5 | 5 | -5 | -8 | 2 | -4 | -6 | -2
COc1cccc(Nc2c3c(nc4c(-c5ccccc5)c(C)nn24)CCC3)c1 | 5 | -2 | -4 | -1 | . | -38 | 1 | -140 | -11 | -112
O=C(COc1ccc2oc3c(c2c1)CCCC3)Nc1ccccn1 | 2 | -7 | -3 | 1 | -6 | 3 | 4 | -2 | -5 | -2
Cn1c(=O)c(C(=O)CN2CCCCC2)c(N)n(Cc2ccccc2)c1=O | -6 | -4 | -2 | 2 | 1 | -5 | -8 | -11 | -5 | 2
CCCn1nnnc1SCC(=O)N1C(C)CCCC1C (configuration not stated) | -18 | 0 | 2 | 7 | -1 | 5 | 3 | -6 | 1 | 2
CCOc1ccc(NC(=O)NCc2ccco2)cc1 | 13 | 0 | 0 | 7 | 1 | 2 | 0 | 1 | -2 | -1
CC1(c2ccc3ccccc3c2)NC(=O)N(CC(=O)O)C1=O (configuration not stated) | -7 | -12 | -3 | -3 | 5 | -4 | 6 | -7 | -2 | 0
COc1ccc(NC(=O)C(NS(=O)(=O)c2ccc3c(c2)CCCN3C(C)=O)C(C)C)c(OC)c1 (configuration not stated) | -14 | 4 | -1 | -5 | 4 | 3 | 2 | 2 | 0 | 1
CCC(=O)c1cc2c(cc1NC(=O)c1ccc(C)cc1)OCCO2 | 4 | 2 | -6 | 1 | -9 | 5 | 0 | -15 | -10 | -12
CCN(CC)CCNC(=S)Nc1ccc2nc(N3CCOCC3)cc(C)c2c1 | 0 | -1 | -13 | 2 | 4 | -138 | 12 | -65 | -59 | -40
O=C(Cc1cccc2ccccc12)Nc1nnc(-c2cccc([N+](=O)[O-])c2)s1 | -6 | 0 | -3 | 7 | -16 | 0 | 0 | 3 | -1 | 0
COC(=O)c1cc(-c2cc3ccccc3s2)c(=O)n2c1CCC2 | . | 2 | . | -4 | -4 | -191 | 7 | -50 | -52 | -37
O=C(N[C@@H]1c2ccccc2CC[C@@H]1OCc1ccccc1)c1ccc(-c2ccccc2)cc1 | 4 | 1 | 3 | -3 | -7 | 6 | -5 | 4 | 0 | 3
Cc1ccccc1NC(=O)Cc1nc(COC(=O)c2cc(Cl)ccc2O)cs1 | 4 | -8 | -12 | 2 | 1 | -4 | 1 | -8 | -2 | -6
O=C(O)c1cc(-c2ccc(N3CCOCC3)cc2)nn1-c1ccccc1Cl | -18 | -2 | 7 | 4 | 3 | -8 | 4 | -8 | 2 | -5
Cn1cc(C(=O)NC2CCCCC2)c(=O)c2cc(S(=O)(=O)N3CCOCC3)ccc21 | 7 | -11 | -2 | 7 | 2 | -5 | 2 | -7 | -4 | 2
CCOC(=O)c1nc(NCc2ccccc2)sc1C | -2 | -3 | -16 | -2 | 6 | -3 | 3 | -3 | -2 | 0
O=C(Oc1ccccc1Cl)c1ccc2c(=O)n3c(nc2c1)CCC3 | 3 | 0 | 10 | 2 | -29 | -23 | -1 | -9 | -1 | -2
COc1ccc(S(=O)(=O)N2CCN(C(=O)CCCN3C(=O)NC4(CCCC4)C3=O)CC2)cc1 | -2 | 4 | -2 | -5 | -1 | -4 | -5 | 1 | -2 | 0
CCNC(=O)C1CCCN(C(=O)Cc2ccc3ccccc3c2)CC1 (configuration not stated) | -3 | -1 | 4 | -4 | 10 | -5 | -7 | 6 | 5 | 9
Cc1ccc2c(c1)c1c3n2CCN(CC#N)C3CCC1 (configuration not stated) | -7 | -5 | 1 | 2 | 7 | -2 | -9 | -12 | -3 | -8

Some of the entries so far, with two lines to a compound.
Every second line gives: ARFGAP1 inh, TDP2 absorb, ASAP1 GAP inh, Tn7 DDE FP, SIAE inh, ADAM10 inh, DDE Tn6 FP inh, PLC-beta3 inh, ADAM17 inh, PLCg1 inh
> COC(=O)c1cc(-c2cc3ccccc3s2)c(=O)n2c1CCC2
→ ., 2, ., -4, -4, -191, 7, -50, -52, -37
> O=C(N[C@@H]1c2ccccc2CC[C@@H]1OCc1ccccc1)c1ccc(-c2ccccc2)cc1
→ 4, 1, 3, -3, -7, 6, -5, 4, 0, 3
> Cc1ccccc1NC(=O)Cc1nc(COC(=O)c2cc(Cl)ccc2O)cs1
→ 4, -8, -12, 2, 1, -4, 1, -8, -2, -6
